# p53 reactivator: mutant p53 re-activation in reporter cells; H1299 p53-A138V BP100-luciferase reporter, luminescence, 24 h; Potency, µM (highest dose often 92.2 µM), without a hit: at the highest dose activity change, positive = activation, most hits filed as activators; hit rate 0.063% among 320,000; AID 504706; note: potency is the fitted concentration of half-maximal effect; % of control where 0% means no effect; nearly all actives have a fitted effect of over 45% in size
#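 H1299 (p53-null), stable ts p53-A138V + BP100-Luc; 1000 cells/well, Opti-MEM/10% FBS; cpd 4 pt, 1:5; 24 h, 37 deg C, 5% CO2; detection reagent 10 min RT; luminescence.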
# TRPV1 agonist: human TRPV1 agonism; Q8NER1; TRPV1-expressing cells, Fluo-8 calcium influx, agonist mode; activation, % at 8.33 µM; hit rate 0.19% among 320,000; in the data active = activation above about 80%; inconclusive = between about 30% and that limit; note: 0% is about no effect
# Target sequence (Q8NER1 whole entry, looked up): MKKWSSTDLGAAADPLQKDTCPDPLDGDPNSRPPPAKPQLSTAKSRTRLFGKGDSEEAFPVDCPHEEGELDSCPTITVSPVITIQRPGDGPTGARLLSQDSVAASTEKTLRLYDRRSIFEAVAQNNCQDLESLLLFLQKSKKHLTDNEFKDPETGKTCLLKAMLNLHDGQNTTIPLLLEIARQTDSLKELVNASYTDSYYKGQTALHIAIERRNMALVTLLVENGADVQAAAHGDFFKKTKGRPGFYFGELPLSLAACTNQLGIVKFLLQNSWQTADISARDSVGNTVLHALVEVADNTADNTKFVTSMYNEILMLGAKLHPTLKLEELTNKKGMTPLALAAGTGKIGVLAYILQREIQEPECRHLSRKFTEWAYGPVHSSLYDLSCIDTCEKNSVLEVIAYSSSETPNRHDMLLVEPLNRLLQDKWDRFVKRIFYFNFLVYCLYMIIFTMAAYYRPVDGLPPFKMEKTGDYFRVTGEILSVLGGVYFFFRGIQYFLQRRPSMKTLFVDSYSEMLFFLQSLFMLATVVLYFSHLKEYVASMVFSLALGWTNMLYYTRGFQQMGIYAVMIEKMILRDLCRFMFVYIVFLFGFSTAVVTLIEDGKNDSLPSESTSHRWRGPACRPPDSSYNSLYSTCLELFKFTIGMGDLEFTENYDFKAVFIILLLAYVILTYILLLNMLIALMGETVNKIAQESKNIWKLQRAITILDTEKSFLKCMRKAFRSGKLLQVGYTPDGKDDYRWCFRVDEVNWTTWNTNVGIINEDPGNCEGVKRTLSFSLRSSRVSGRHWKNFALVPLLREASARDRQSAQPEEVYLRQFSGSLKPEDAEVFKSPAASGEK
#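 Cells expressing TRPV1 were dye-loaded with Fluo-8 and read kinetically: 10 s baseline, 3 min after compound (agonist portion), then 2 min after EC20 capsaicin (allosteric enhancer portion). Calcium-bound dye fluorescence at 480/520 nm.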
# TSG101-PTAP inh: blocks PTAP/TSG101 interaction to inhibit HIV-1 budding; AID 493005; 340,000 tested, under 10 active; Potency, µM (doses to about 115 µM), without a hit: top-dose activity change, negative = inhibition, actives largely listed as inhibitors; Fluorescence polarization, FITC-PTAP peptide / Tsg101 binding; active = well fitted inhibition curve with a large enough effect in the main read-out, with a control signal flat, not every such curve was filed as active; inconclusive = small, poorly fitted or top-dose-only effect, or effect the other way, or a change in a side signal; inactive = no such curve, though single readings can be large or run the other way; note: potency is the fitted concentration of half-maximal effect; % of control where 0% means no effect
#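 Compounds were pin-transferred onto Tsg101 binding domain (10 uM final) in HEPES pH 7.5 buffer, then FITC-PTAP peptide was added at 50 nM final. After 20 min at RT, polarization reported peptide displacement across a qHTS concentration series.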
# A-T KAP1 phos: candidate therapy for ataxia-telangiectasia; […] A-T fibroblasts, KAP-1 phosphorylation AlphaLISA; neocarzinostatin DNA damage 30 min before lysis; Potency, µM (doses to about 57.5 µM), for the others: at the highest dose activation, actives largely listed as activators; hit rate 0.19% among 320,000; note: potency is the fitted concentration of half-maximal effect; % of control where 0% means no effect; nearly all actives have a fitted effect of over 45% in size
#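 ATM-like activity read as KAP-1 phosphorylation via AlphaLISA donor/acceptor antibody pairs after lysis and 6 hr at 25C. Cells were ATM-null patient fibroblasts ([…], hTERT), dosed 60 min, then exposed to the DSB inducer NCS for 30 min.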
# MLL CXXC-DNA inh: inhibitors of human MLL CXXC domain-DNA interaction. Q03164. hit rate 0.037% among 290,000. MLL-CXXC / FITC-HOXA9 DNA fluorescence polarization. Potency, µM (top dose mostly 115 µM), without a hit: top-dose activity change, negative = inhibition, hits mostly inhibitors; active = well fitted inhibition curve with a large enough effect in the polarisation, with a control signal flat, not every such curve was filed as active; inconclusive = small, poorly fitted or top-dose-only effect, or effect the other way, or a change in a side signal; inactive = no such curve, though single readings can be large or run the other way; the % refers to the polarisation; note: potency is the fitted concentration of half-maximal effect
#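 Purified MLL-CXXC (added from a 7 uM solution) was preincubated 5 min at ambient with pinned compounds in 50 mM Tris-HCl pH 7.5, 50 mM NaCl, 1 mM DTT, 0.05% BSA. Fluorescein-labeled HOX-A9 DNA (50 nM solution) followed, 30 min, then polarization read.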
# a7 integrin act: activators of alpha7 integrin expression for muscular dystrophy | hit rate 0.064% among 350,000 | Potency, µM (doses to about 38.3 µM), inactives show at the top dose activation, hits mostly activators | alpha7betagal myoblasts, beta-gal FDG fluorescence, 48 h;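 note: potency is the fitted concentration of half-maximal effect; 100% = response of the positive control SU9516; nearly all actives have a fitted effect of over 60% in size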
#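 Alpha7betagal+/- myoblasts (passage 13) were plated 16-24 hr, then exposed to compounds (1:260 dilution of DMSO stock) for 48 hours at 37C. After MPER lysis, β-galactosidase reporter activity was read as FDG fluorescence (ex 480/em 540) after 30 minutes.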
# BRCA1 expr up: increases BRCA1 expression; MCF7-BRCA1-FFLuc reporter, luminescence, 48 h; response scale: scaled: vehicle 0%, 10 µM genistein 100%; Potency, µM (top dose mostly 46.1 µM), for inactives: at the highest dose activation, most hits filed as activators; hit rate 1.1% among 380,000; note: potency is the fitted concentration of half-maximal effect; nearly all actives have a fitted effect of over 80% in size; some results filed as inactive show a strong effect at the top dose
#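 MCF7-BRCA1-FFLuc, 2000 cells/well; 2 h attach, 37 °C/5% CO2; compound 48 h; luciferase substrate 15 min; luminescence end-point. Norm. to genistein 10 microM max activation and DMSO; concentration-response curves fitted.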
# B2AR arrestin: agonists driving beta-arrestin recruitment to human beta2-adrenergic receptor; hit rate 0.02% among 330,000; beta-arrestin recruitment to beta2AR, cell-based reporter; Potency, µM (series often up to 46.1 µM), for the others: at the top dose activation, actives largely listed as activators; AID 492947;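 note: potency is the fitted concentration of half-maximal effect; 0% = DMSO controls and full agonism = EC100 isoproterenol or metaproterenol; nearly all actives have a fitted effect of over 65% in size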
# ELG1 DNA repair: inhibitors of ELG1-dependent DNA repair in HEK293T cells. HEK293T ELG1-luciferase reporter, luminescence, 16 h; DNA damage induced by 5-fluorouridine. Potency, µM (top dose mostly 46.1 µM), for inactives: at the highest dose activity change, negative = inhibition, hits mostly inhibitors. hit rate 2.3% among 330,000; note: potency is the fitted concentration of half-maximal effect; % is set by controls: 0 for no effect and ±100 for the full control effect; nearly all actives have a fitted effect of over 55% in size
#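 5-Fluorouridine DNA damage + compound/DMSO, 2,000 cells/well, 16 h, 37 °C/5% CO2. ONE-Glo, 30 min RT, luminescence. Readout = decrease in reporter signal.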
# TCR activator: activates T cell receptor signaling; 330,000 tested, under 10 active; primary human leukocytes, anti-CD3, IL-2 HTRF, 48 h; Potency, µM (top dose mostly 9.22 µM), inactives show at the highest dose activation of IL-2 secretion, most hits filed as activators; AID 504894; note: % of control where 0% means no effect
#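 Readout: HTRF IL-2, Eu-cryptate/d2 antibody pair, 320nm excitation, 665nm emission. Stimulus: a-CD3 beads, no co-stimulation. Cells: primary human leukocytes. Exposure: 48 hr with compound.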
# * hit, by the source's call; ? = inconclusive; . = not tested or not shown; [ ] = remark or other dose. Unless noted, calls come from the whole dose curve; as a rule, active = well fitted curve in the direction sought with a large enough effect; inconclusive = small, poorly fitted or top-dose-only effect, or another doubt; inactive = no such curve, though single readings can be large; an effect the other way counts as inactive or inconclusive. Hits appear at their usual frequency, and some 3.8% of all compounds hit somewhere here.
# The opening 2 compounds as a preview:
SMILES,p53 reactivator,TRPV1 agonist,TSG101-PTAP inh,A-T KAP1 phos,MLL CXXC-DNA inh,a7 integrin act,BRCA1 expr up,B2AR arrestin,ELG1 DNA repair,TCR activator
Fc1ccc(CN2CCN(C(=S)NCCc3ccccc3)CC2)c(Cl)c1,3%,2,-1%,0%,16%,-4%,-29%,-0.2%,?,2%
CC(C)(C)N=Cc1c(O)ccc2oc3c(c12)CCCC3,?,0,?,50%,4%,10%,-28%,0.4%,?,7%

# All compounds of this part, from the first entry:
SMILES,p53 reactivator,TRPV1 agonist,TSG101-PTAP inh,A-T KAP1 phos,MLL CXXC-DNA inh,a7 integrin act,BRCA1 expr up,B2AR arrestin,ELG1 DNA repair,TCR activator
Fc1ccc(CN2CCN(C(=S)NCCc3ccccc3)CC2)c(Cl)c1,3%,2,-1%,0%,16%,-4%,-29%,-0.2%,?,2%
CC(C)(C)N=Cc1c(O)ccc2oc3c(c12)CCCC3,?,0,?,50%,4%,10%,-28%,0.4%,?,7%
COC(=O)NCc1ccc(Cl)c(Cl)c1,-4%,2,0%,8%,-2%,21%,-11%,-0.1%,3%,0%
COc1ccc(N2CCN(S(=O)(=O)CCNC(=O)COc3cccc(OC)c3)CC2)cc1,0%,1,-4%,-5%,1%,-10%,14%,-0.6%,15%,3%
CC(/C=C/C1(O)C(C)CC(O)CC1(C)C)OC1OC(CO)C(O)C(O)C1O (stereo unspecified),5%,-4,-1%,19%,8%,-13%,39%,-0.3%,0%,3%
CN(CC1CCCN(CCc2ccc(Cl)cc2)C1)C(=O)CC(F)(F)F (stereo unspecified),.,2,-1%,2%,2%,9%,-39%,-1.8%,-6%,.
COC(CNC(=O)C1CCN(S(=O)(=O)c2cccc3nsnc23)CC1)OC,1%,-1,0%,-8%,12%,-14%,7%,0.3%,4%,-6%
CCN(CC)C(=O)[C@H]1CC(CC(=O)NCCCOC)C(=O)N2CCc3c([nH]c4ccccc34)[C@]12C (stereo partly specified),-3%,.,1%,6%,.,2%,6%,0.0%,16%,-3%
CC(=O)N1CCN(S(=O)(=O)c2cccc(C(=O)NNC(=O)COc3ccc(Cl)cc3C)c2)CC1,2%,2,-2%,0%,.,2%,-1%,-0.3%,16%,-3%
C[C@H]1CN=C(Nc2ccccc2)N1CC1CCC1,.,3,-1%,4%,5%,-2%,10%,-1.0%,-2%,0%
CCOC(=O)C1CCCN(C(=O)CN2C(=O)NC(C)(c3ccc4ccccc4c3)C2=O)C1 (stereo unspecified),-3%,-2,-1%,1%,.,0%,-18%,0.5%,6%,-7%
Cc1ccccc1Cn1cc(/C=N/n2cnnc2)c2ccccc21,-8%,0,-6%,0%,-1%,-33%,-58%,0.5%,0%,4%
Cc1cc(C)c2[nH]c(=O)c(CN(Cc3nnnn3C3CCCC3)C3CCCCC3)cc2c1,-7%,-2,-9%,4%,-6%,-27%,0%,0.0%,4%,-1%
Cc1c(NC(=O)c2ccccc2NS(=O)(=O)c2ccc(F)cc2)c(=O)n(-c2ccccc2)n1C,-2%,-1,-2%,9%,-5%,?,-1%,0.1%,-13%,1%
COc1ccc(NC(=O)c2cc(-c3cc(Cl)ccc3O)n[nH]2)c(OC)c1,-4%,-5,-1%,-4%,5%,-19%,-26%,-0.1%,-13%,-5%
O=C(c1cccc(S(=O)(=O)NCc2ccccc2)c1)N1CCCCC1,-3%,0,1%,3%,.,0%,-17%,-0.6%,6%,9%
COc1cc(NC(=O)Cc2cccc3ccccc23)c(C(=O)O)cc1OC,.,1,-10%,-1%,-16%,-15%,0%,0.1%,0%,4%
O=C(CCc1ccccc1)NCCc1nc2ccccc2[nH]1,2%,?,-6%,4%,8%,5%,0%,-0.1%,7%,3%
O=C(COC(=O)COc1ccc(Cl)cc1)NCc1ccc2c(c1)OCO2,5%,.,-5%,3%,.,12%,-1%,-0.2%,13%,-2%
Cc1ccc(NC(=O)c2ccccc2NC(=O)c2cccs2)cc1,-21%,?,-2%,3%,1%,-1%,-14%,-0.3%,?,-3%
Cc1ccc(-c2c(C(=O)N/N=C/C3CC=CCC3)nnn2-c2nonc2N)cc1 (stereo unspecified),3%,0,-2%,1%,8%,3%,-21%,0.1%,?,-61%
COc1ccc(-c2noc(C3CCCN(C(=O)c4ccccc4OC)C3)n2)cc1 (stereo unspecified),.,6,-3%,3%,14%,-41%,15%,-1.1%,-8%,-1%
O=C(O)c1cn(-c2ccc(N3CCCC3)c(F)c2)c2c(F)c(F)c(F)cc2c1=O,1%,2,-1%,-3%,12%,?,4%,0.3%,14%,0%
COC(=O)c1ccc(OC(=O)CCN2C(=O)C3CCCCC3C2=O)cc1 (stereo unspecified),3%,2,0%,-1%,5%,-3%,6%,-0.3%,5%,2%[46.1 µM]
Cc1cc(C)c2nc(N(CCCN(C)C)C(=O)c3ccc4c(c3)CCCC4)sc2c1,-5%,25,1%,4%,.,-54%[inhibitor],-85%,0.0%,-10%,5%
N#C/C(=C\c1ccc(-c2ccccc2Cl)o1)C(=O)Nc1nc2ccccc2s1,11%,1,0%,-3%,?,17%,-8%,4.0%,?,-2%[46.1 µM]
COC(=O)c1ccc(NC(=S)NC(=O)c2cc(-c3ccccc3)nc3ccccc23)cc1,-1%,3,0%,-5%,19%,5%,-20%,-0.1%,?,2%
N=c1sccn1CC(=O)NCc1ccc(Cl)cc1Cl,4%,5,-4%,-1%,-2%,-41%,15%,-0.3%,17%,.
NC(=O)CSc1nnc(Cc2ccc3c(c2)OCO3)n1C1CCCCC1,-5%,-1,-6%,7%,-1%,12%[7.66 µM],30%,0.1%,8%,-1%
COc1cccc(C(=O)NNC(=O)c2ccc3ccccc3c2O)c1,.,.,-6%,.,.,-40%,-22%,.,.,-2%
CC(=O)Nc1cc(-c2ccccc2)ccc1O,13%,1,-1%,15%,6%,16%,-27%,-0.1%,6%,4%
CCCOc1ccc(/C=N/Nc2ccccc2[N+](=O)[O-])c(OCCC)c1,?,-2,0%,-7%,-1%,10%,10%,0.3%,?,0%[46.1 µM]
O=C(COC(=O)CCCN1C(=O)c2cccc3cccc(c23)C1=O)Nc1cccc(C(F)(F)F)c1,-7%,4,-3%,5%,2%,17%,6%,0.0%,15%,2%[46.1 µM]
CCCCC[n+]1cccc2c3ccccc3ccc21,0%,-6,-2%,7%,-1%,-54%[inhibitor],-5%,0.2%,?,1%
C(=N\Nc1ncnc2nc[nH]c12)/c1cccs1,-1%,0,0%,-3%,23%,-33%,24%,-1.0%,?,5%
CCN1C(=O)CC2CCCC1C2 (stereo unspecified),.,.,0%,.,.,35%,-14%,.,.,5%
CC(C)N1CCN(CCCc2ccccc2)CC1CCO (stereo unspecified),.,4,-1%,5%,5%,-8%,3%,-0.2%,-4%,3%
O=C(Nc1ccc2ccccc2c1)c1ccc(Cl)cc1Cl,22%,?,-1%,3%,8%,-8%,?,-0.8%,?,-6%
COCCCNc1nc2c(c(=O)[nH]c(=O)n2C)n1CC(O)COc1ccccc1 (stereo unspecified),7%,-3,3%,22%,-1%,-6%,2%,0.4%,-8%,4%
CC(=O)c1sc(NC(=O)c2c(F)cccc2F)nc1C,2%,-1,-2%,4%,-2%,2%,26%,0.1%,7%,-7%
O=C(N=NC(=O)c1ccc2c(O)n(CC3CCCO3)c(O)c2c1)c1cccnc1 (stereo unspecified),2%,1,-1%,6%,-9%,-13%,10%,0.9%,1%,5%
COC(=O)c1ccc(N2CCN(C)CC2)c(NC(=O)c2cccs2)c1,-5%,0,2%,-4%,-8%,-19%,-15%,0.0%,9%,4%
O=C(NCC(c1ccco1)N1CCOCC1)c1cccc(Cl)c1 (stereo unspecified),2%,10,-5%,3%,.,14%,9%,0.2%,24%,-6%
O=C(Cn1nnc2ccccc21)c1ccc([N+](=O)[O-])cc1,15%,2,0%,?,0%,?,36%,0.1%,11%,2%
CCOc1ccc2nc(SC3CC(=O)N(c4ccc(C)cc4)C3=O)sc2c1 (stereo unspecified),11%,-3,-4%,3%,5%,-7%[7.66 µM],50%,-0.1%,?,-2%
CCc1nc2ccccc2n1CC1CC1(Cl)Cl (stereo unspecified),2%,10,-4%,1%,17%,12%,2%,0.2%,3%,2%
O=C(NC1CCCCCC1)c1cc2c(=O)n3ccccc3nc2s1,6%,16,-1%,26%,22%,23%,52%,3.8%,?,3%
Cc1nc(C)n(CC(C)C(=O)N2CCN(S(=O)(=O)c3ccc(Cl)cc3)CC2)n1 (stereo unspecified),0%,1,-1%,-1%,12%,43%,-3%,-0.8%,-3%,3%
O=C(Nc1ccc2c(c1)OCO2)c1ccc([N+](=O)[O-])cc1[N+](=O)[O-],4%,12,-3%,-4%,-11%,-12%,-9%,0.0%,?,2%

# Screens: PubChem, National Center for Advancing Translational Sciences (NCATS)
